Bioassay records deposited in PubChem BioAssay by The Scripps Research Institute Molecular Screening Center.
UHRF1 binding: human UHRF1 methylated DNA binding inhibitors; inhibition, % at 4.4 µM; AID 687016; UHRF1 binding to methylated oligo, TR-FRET; Q96T88; hit rate 0.75% among 370,000; in the data active = inhibition above about 21%;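 note: UHRF1 SRA domain binding a hemimethylated CpG hairpin DNA probe; 0% = median of test compound wells and 100% = reference inhibitor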
PLC-beta3 inh: inhibitors of human phospholipase C beta3. Purified PLC-beta3, fluorogenic substrate, fluorescence. inhibition, % at 12.2 µM. hit rate 0.18% among 370,000. AID 720704; in the data active = inhibition above about 11%;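 note: 0% = median of compound wells on plate and 100% = full blocker control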
ADAM17 inh: inhibits human ADAM17 | P78536 | recombinant ADAM17, EDANS/DABCYL FRET peptide cleavage | inhibition, % at 6.95 µM | hit rate 0.83% among 370,000;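 active = inhibition above the mean of compounds lying between control limits plus 3 SD, set per campaign, cut at about 8.5% in these data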;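 note: 0% = DMSO-only wells as the low control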
Target sequence (P78536 215-824 limits assumed): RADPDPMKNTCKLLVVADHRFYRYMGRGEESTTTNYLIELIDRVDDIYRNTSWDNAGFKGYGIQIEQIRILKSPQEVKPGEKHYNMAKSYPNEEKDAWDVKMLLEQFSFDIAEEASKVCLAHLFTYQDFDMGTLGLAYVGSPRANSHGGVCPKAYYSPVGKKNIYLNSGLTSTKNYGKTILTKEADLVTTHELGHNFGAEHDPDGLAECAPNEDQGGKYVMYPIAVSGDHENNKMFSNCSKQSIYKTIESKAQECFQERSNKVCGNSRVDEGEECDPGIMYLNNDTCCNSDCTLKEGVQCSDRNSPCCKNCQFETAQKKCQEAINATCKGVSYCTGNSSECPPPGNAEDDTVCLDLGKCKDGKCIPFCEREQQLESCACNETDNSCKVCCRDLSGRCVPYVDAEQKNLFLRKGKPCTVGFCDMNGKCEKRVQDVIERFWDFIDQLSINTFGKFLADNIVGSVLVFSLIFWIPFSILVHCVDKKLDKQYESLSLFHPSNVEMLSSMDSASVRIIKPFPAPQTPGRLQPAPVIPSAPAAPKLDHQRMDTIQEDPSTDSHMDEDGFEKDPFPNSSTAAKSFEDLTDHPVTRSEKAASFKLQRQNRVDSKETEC
ARFGAP1 inh: inhibitors of rat ARFGAP1; Arfgap1-stimulated ARF1 GTP hydrolysis, GDP FP detection; inhibition, % at 16.5 µM; hit rate 0.26% among 360,000; AID 651572;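 active = inhibition above a per-plate limit, mean inhibition of low control wells plus 3 SD, cut at about 25% in these data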;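 note: 0% = DMSO wells with enzyme and 100% = wells lacking Arfgap1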
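Assay system: purified rat His6-Arfgap1 residues 1-136 (GAP domain); Reagent: human Δ17 ARF1 bound to GTP; Dosing: 16.5 µM single point, 1.26% DMSO; Times: GTP hydrolysis reaction 2 h at 25 °C; Signal: FP, GDP Alexa 633 tracer displaced from anti-GDP antibody, 620/688 nm; Measure: % inhibition from polarization.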
ASAP1 inh: blocks human ASAP1-stimulated Arf1 GTP hydrolysis | hit rate 0.19% among 360,000 | inhibition, % at 16.5 µM | Q9ULH1 | GDP FP detection; in the data active = inhibition above about 25%;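 note: 0% = vehicle with enzyme and substrate and 100% = no enzyme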
Target sequence (Q9ULH1 325-724 limits assumed): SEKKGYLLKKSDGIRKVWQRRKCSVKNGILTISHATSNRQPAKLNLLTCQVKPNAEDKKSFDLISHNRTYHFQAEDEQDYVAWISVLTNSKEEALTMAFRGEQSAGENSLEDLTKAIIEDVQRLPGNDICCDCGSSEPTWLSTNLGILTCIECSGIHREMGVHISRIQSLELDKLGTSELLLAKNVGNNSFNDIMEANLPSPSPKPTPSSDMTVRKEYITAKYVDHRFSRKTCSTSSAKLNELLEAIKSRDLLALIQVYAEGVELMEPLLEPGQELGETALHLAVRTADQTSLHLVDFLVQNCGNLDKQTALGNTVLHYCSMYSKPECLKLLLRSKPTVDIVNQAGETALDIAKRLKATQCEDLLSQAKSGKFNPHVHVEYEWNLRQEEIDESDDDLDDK
DDE Tn6 FP inh: disrupts Tn6 cyclic peptide binding to fibrin D-Dimer-E complex. P02675. Fibrin DD(E) TRITC-Tn6 fluorescence polarization displacement. inhibition, % at 8.3 µM. hit rate 0.21% among 370,000;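 active = inhibition above a per-campaign cutoff: mean of compounds within control limits plus 3 SD, cut at about 15% in these data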;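 note: 0% = median of all compound wells on the plate and 100% = blocking peptide control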
MBD2 DNA inh: blocks human MBD2 binding to methylated DNA; hit rate 0.31% among 370,000; inhibition, % at 4.4 µM; Q9UBB5; TR-FRET, MBD2 binding to methylated oligonucleotide; in the data active = inhibition above about 13%
PLCg1 inh: blocks human PLC-gamma1 enzyme activity. purified PLC-gamma1, fluorogenic substrate, fluorescence. inhibition, % at 12.2 µM. P19174. hit rate 0.84% among 370,000; in the data active = inhibition above about 9.5%
KLK7 zymogen act: proKLK7 (human) activation, primary screen. purified proKLK7, EDANS-DABCYL substrate fluorescence; 100% is mature enzyme control, 0% vehicle. AID 652039. P49862. activation, % at 7 µM. hit rate 0.9% among 370,000;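 active = activation above the mean of all tested compounds plus 3 SD, computed per campaign excluding outliers beyond control limits, cut at about 13% in these data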
DDE Tn7 FP inh: DD(E)-Tn7 binding inhibition, primary FP screen. P02675. FP displacement of FITC-Tn7 peptide from fibrin DD(E); 0% = median of compound wells per plate. inhibition, % at 8.3 µM. hit rate 0.13% among 370,000. AID 720508;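 active = inhibition above the mean of compounds falling within the control limits plus 3 SD of them, cut at about 14% in these data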;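 note: 0% = plate median of compound wells and 100% = 10 µM Aha-Tn7 peptide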
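Assay system: human fibrin DD(E). Input: DD(E) 2 µM final. Medium: Tris buffer with calcium and detergent, pH 7.8. Compound dosing: single point at 8.3 µM. Timing: 10 min plus 3 h, room temperature. Technique: fluorescence polarization of the labelled Tn7 tracer. Read-out: percent inhibition. Replicates: singlicate testing.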
* hit, by the source's call; · = no result given.

SMILES	UHRF1 binding	PLC-beta3 inh	ADAM17 inh	ARFGAP1 inh	ASAP1 inh	DDE Tn6 FP inh	MBD2 DNA inh	PLCg1 inh	KLK7 zymogen act	DDE Tn7 FP inh
Cc1ccc(C(=O)NCCn2cc(SCC(=O)Nc3nnc(C)s3)c3ccccc32)cc1	0	2	-1	-9	-16	3	-2	1	-0.2	3
Cc1cccc(Nc2ncnc3nc[nH]c23)c1C	1	-2	1	-15	-5	4	-6	0	-0.7	8
COc1ccc(CNCCC(c2ccc(F)cc2)c2ccc(OC)cc2)cc1 (stereo unspecified)	-6	8	2	-2	-3	-8	1	5	0.6	-4
Cc1c(C(=O)N2CCOCC2)sc(NC(=O)c2ccccc2F)c1C#N	-2	-12	3	3	10	-5	-2	-5	0.5	-1
O=C(N/N=C/c1ccc(Br)cc1)c1ccc(Br)o1	3	1	5	3	5	7	2	5	0.4	-7
CCNc1cc(N2CCOCC2)nc(SC)n1	2	3	0	10	1	-3	-7	1	-0.2	-2
Cc1ccc(-c2nc(N/N=C/c3cccc([N+](=O)[O-])c3)c3ccccc3n2)cc1	-4	3	-2	9	3	3	-6	1	-0.1	-5
Cc1cc(N2CCOCC2)nc2ccc(NC(=S)N3CCN(Cc4ccccc4)CC3)cc12	-2	-342	-181	1	-1	-6	2	-267	17*	3
CCSC(C)CC1C/C(=N/O)c2c(CC)noc2C1 (stereo unspecified)	0	-2	2	13	-3	4	-3	-1	0.1	-1
S=C(NCCCc1ccccc1)Nc1ccc(Br)cc1	1	-4	8	7	-1	-3	-3	0	0.5	3
COc1ccc(CCc2nnc(NS(C)(=O)=O)s2)cc1	0	-2	-1	2	9	-7	-1	1	0.4	-2
O=[N+]([O-])c1ccc(O)c(/C=N/Nc2ccccn2)c1	-4	-2	30*	6	-4	-7	1	-1	-0.3	2
C[C@@H](c1ccccc1)N1C[C@@H](COCc2ccccc2)Oc2cc(N3CC[C@@H](N(C)C)C3)ccc2S1(=O)=O	-1	1	5	4	12	-1	4	0	0.0	13
COc1ccc(CNC(=O)C(=O)NCC(c2ccco2)N2CCOCC2)cc1 (stereo unspecified)	2	3	2	2	0	3	3	10*	0.1	-7
CC(=O)N1CCC(CCCC2CCN(C(C)=O)CC2)CC1	-2	4	-1	3	10	6	-6	4	0.2	-1
O=S(=O)(N1CCOCC1)n1nnc2ccccc21	-1	2	-2	10	3	7	-2	-1	-0.3	-8
CCOC(=O)c1[nH]c(C)c(C(=O)OCC)c1C	0	-1	1	4	1	-3	5	0	-0.1	3
CCCN1C(=O)c2cc(C(=O)Nc3ccccc3OC)ccc2C1Nc1ccccc1OC (stereo unspecified)	1	-8	-3	-1	2	4	1	0	0.1	-2
COc1ccc(NC(=O)C2CCCN(S(C)(=O)=O)C2)cc1OC (stereo unspecified)	5	-1	6	19	10	-10	-2	10*	-0.4	-5
CCCn1c(SCC(=O)NCc2cccs2)nc2c1c(=O)n(C)c(=O)n2C	-1	-4	2	13	-1	8	-5	1	-0.3	-2
CCc1nnc(NC(=O)CSc2nnc(-c3c[nH]c4ccccc34)n2CC)s1	3	0	-2	-4	4	1	3	-1	-0.1	-1
O=S(=O)(Nc1nc2ccccc2nc1NCc1ccco1)c1cccs1	-1	-14	-5	-3	-1	-2	-1	-9	0.7	2
COc1ccc(-c2cn(CCO)c(-c3ccc(Cl)nc3)n2)cc1	1	-6	-2	7	16	0	-1	-6	3.6	-5
O=C(c1ccc(-c2ccccc2)cc1)N1CCN(c2ccc3c(c2)C2CC3CCN2C(=O)OCc2ccccc2)CC1 (stereo unspecified)	-1	0	-5	9	3	6	3	-2	-0.1	5
CCc1ccc(-n2nnnc2SCC(=O)NNC(=O)c2ccco2)cc1	-3	-1	-3	7	0	2	-6	-1	0.1	2
SMILES	UHRF1 binding	PLC-beta3 inh	ADAM17 inh	ARFGAP1 inh	ASAP1 inh	DDE Tn6 FP inh	MBD2 DNA inh	PLCg1 inh	KLK7 zymogen act	DDE Tn7 FP inh
CCC1C(=O)Nc2ccccc2N1C(=O)COc1ccccc1 (stereo unspecified)	1	-6	-1	5	2	-5	-6	-3	0.5	0
Cc1ccc(C)c(S(=O)(=O)N2CCN(C(=O)c3ccncc3)CC2)c1	-2	-9	-6	3	-9	-3	-4	-1	0.2	0
CN(C)S(=O)(=O)c1cccc2nsnc12	10	1	-2	0	0	-7	-3	-3	0.4	1
c1csc(CN2CCN(Cc3cccs3)C2c2cccs2)c1	0	4	-4	17	6	8	1	0	-0.3	5
O=C(O)CCCC(=O)NNc1nc(-c2ccccc2)c2cc(Cl)ccc2n1	-3	0	-1	-8	9	-4	-2	2	-0.2	3
COc1ccccc1C1=NOC(Cn2c(=O)c3c(ncn3C)n(C)c2=O)C1 (stereo unspecified)	-3	-2	0	11	11	14	-1	-1	0.3	1
Brc1ccccc1OCCN1CCOCC1	-2	1	1	4	-2	-1	-4	1	0.0	2
Cc1ccc(C(=O)COC(=O)COc2ccccc2[N+](=O)[O-])s1	0	0	4	1	8	0	-2	5	-0.2	-5
O=C(Nc1ccccc1-c1ccccc1)NC1CCN(CC(=O)N2CCOCC2)CC1	4	2	-6	10	7	-5	0	-1	0.4	-4
Cc1ccc(Cl)cc1NC(=O)NCc1ccccn1	0	-9	-3	-2	-6	3	6	1	0.1	-7
COc1ccc(/C=C/C(=O)OCC(=O)NC2CCS(=O)(=O)C2)cc1 (stereo unspecified)	-2	-3	-4	2	-13	-2	0	6	-0.9	0
CCOc1ccc(C(=O)Nc2ccc(NC(=O)c3ccco3)c(Cl)c2)cc1Cl	1	10	-2	10	5	1	-2	1	0.1	-4
Cc1cc(C)cc(NC(=S)N2CC(C)OC(C)C2)c1 (stereo unspecified)	2	-5	-4	18	-4	1	1	4	-0.3	0
COc1cccc(C(C)=NNc2ccc([N+](=O)[O-])cc2[N+](=O)[O-])c1OC	-3	4	-2	11	9	-2	3	-1	-0.4	0
COc1ccc(/C=C/C(=O)OCC(=O)c2ccc3c(c2)NC(=O)CO3)c(OC)c1	1	-8	-5	9	0	-2	3	-3	-0.9	0
O=C(COC(=O)c1ccc(Sc2ncn[nH]2)c([N+](=O)[O-])c1)Nc1cccc(Cl)c1F	-3	1	4	·	·	16*	-4	0	0.1	2
c1ccc(CC2CCCNC2)cc1 (stereo unspecified)	1	-7	-1	2	9	2	-3	-1	0.0	-6
COCCCNC(=S)NNC(=O)c1ccoc1C	-4	7	1	5	-7	-4	-2	2	-0.4	1
CCC1(c2ccccc2)NC(=O)N(CC(=O)N2CCN(S(=O)(=O)c3ccccc3)CC2)C1=O (stereo unspecified)	-1	0	-2	-15	6	1	-2	-2	-0.6	4
CCCc1nc2c3ccccc3ccn2c1CC(C)(C)C	20	-9	-3	-4	8	3	8	-6	1.6	-5
COc1ccccc1N1CCN(C(=O)c2cc3c(=O)n4ccccc4nc3s2)CC1	1	-146	-66	-10	1	6	2	-88	6.7	-8
CC1CCN(S(=O)(=O)c2ccc3c(c2)oc(=O)n3CC(=O)N2CCc3ccccc3C2)CC1	-2	1	0	-1	10	6	1	-3	-0.3	0
O=S(=O)(c1ccc2c(c1)OCCO2)N1CCC(n2nnc3cc(F)ccc32)CC1	2	-3	-3	-8	2	0	-3	-3	0.0	5
Cc1cc(C)nc(Sc2c(C)nn(-c3ccccc3)c2C)n1	1	3	-4	11	1	7	0	-4	-0.1	11
Oc1ccc(Br)cc1/C=N/N1CCCCC1	-5	2	-3	-13	-4	4	-4	3	-0.5	-2
SMILES	UHRF1 binding	PLC-beta3 inh	ADAM17 inh	ARFGAP1 inh	ASAP1 inh	DDE Tn6 FP inh	MBD2 DNA inh	PLCg1 inh	KLK7 zymogen act	DDE Tn7 FP inh
Cc1ccc2nc3sc(C(=O)N4CCOCC4)c(N)c3cc2c1	-1	-25	-15	2	18	-8	2	-11	-0.2	-1
O=C(Cc1ccccc1[N+](=O)[O-])NNC(=O)Nc1ccc2c(c1)OCO2	-1	-4	-1	-1	-1	-10	-3	4	-0.1	-5
O=C(COC(=O)/C=C/c1ccc(Cl)cc1)Nc1ccccc1	-3	0	2	12	2	-2	-3	1	1.1	0
CCN(CC)S(=O)(=O)c1ccc2nnn(OCC(=O)Nc3cccc(C#N)c3)c2c1	-4	0	1	-6	-9	5	-4	-2	0.6	5
CC(C)OCCCn1c(=O)c2ccccc2n2c(CCC(=O)NC3CCN(Cc4ccccc4)CC3)nnc12	-1	-8	-3	-2	-2	12	-3	1	0.9	4
O=S(=O)(O)c1cc(O)c(N=Nc2ccc(O)cc2O)c2ccccc12	12	-5	-3	11	17	5	-7	2	2.0	0
Cc1cc(C)n(CCNC(=O)c2cc(COc3c(F)cccc3F)on2)n1	-2	0	1	1	-1	-2	-2	7	-0.1	-5
CCN(CC)C(=O)COc1ccc(/C(C)=N/NC(=O)c2ccccc2O)cc1	1	-17	-3	2	-3	-2	-4	-13	-0.4	2
COc1ccc(S(=O)(=O)N2CCOCC2)cc1NC(=O)Cc1coc2cc(C)ccc12	-2	-9	-2	3	9	-2	2	2	-0.6	2
N#CCCN(C(=O)COC(=O)CNS(=O)(=O)c1ccc2ccccc2c1)c1ccccc1	-1	-2	-4	4	-18	-4	4	3	-0.6	6
CC(C)(C)c1ccc(-c2nnc(SC3CCOC3=O)n2Cc2ccccc2)cc1 (stereo unspecified)	-6	0	2	7	4	-3	5	0	0.7	0
O=C1C=C(c2ccc(Cl)c(C(F)(F)F)c2)C[C@@H](c2ccc3c(c2)OCO3)C1	18	4	1	6	17	8	11	5	0.4	-3
COc1ccc(-c2cc3nc(-c4ccccc4)cc(N4CCCC(O)C4)n3n2)cc1 (stereo unspecified)	3	-456	-137	15	7	-14	10	-439	-29	2
CCN(CC)S(=O)(=O)c1ccc(OC)c(N)c1	1	-4	-7	8	-16	5	4	0	-0.2	-2
COc1ccc(-c2cc(C(F)(F)F)nc(SCCC(=O)N3CCN4CCCC4C3)n2)cc1 (stereo unspecified)	2	-12	-12	-13	0	2	-6	-11	-0.5	-4
CCOC(=O)N1CCN(Cc2nc3cc(NC(=O)CC)ccc3n2CC)CC1	5	-9	-11	16	5	-8	7	4	1.0	0
O=C1CCCN1CC1CCCN(Cc2nc(COc3ccccc3)no2)C1 (stereo unspecified)	23*	-1	2	0	-6	-1	2	5	0.5	11
Cc1cccc2sc(NNC(=O)C3COc4ccccc4O3)nc12 (stereo unspecified)	-3	-16	2	3	-9	7	0	-9	0.1	0
O=c1c2ccccc2cnn1CCOc1cccc(Br)c1	2	1	-4	-1	10	-2	5	0	-0.2	0

Single records, from the list above. Order of screens: UHRF1 binding, PLC-beta3 inh, ADAM17 inh, ARFGAP1 inh, ASAP1 inh, DDE Tn6 FP inh, MBD2 DNA inh, PLCg1 inh, KLK7 zymogen act, DDE Tn7 FP inh
Results for CCOc1ccc(C(=O)Nc2ccc(NC(=O)c3ccco3)c(Cl)c2)cc1Cl : 1, 10, -2, 10, 5, 1, -2, 1, 0.1, -4
Results for CC(C)OCCCn1c(=O)c2ccccc2n2c(CCC(=O)NC3CCN(Cc4ccccc4)CC3)nnc12 : -1, -8, -3, -2, -2, 12, -3, 1, 0.9, 4
Results for CCCc1nc2c3ccccc3ccn2c1CC(C)(C)C : 20, -9, -3, -4, 8, 3, 8, -6, 1.6, -5
Results for CCNc1cc(N2CCOCC2)nc(SC)n1 : 2, 3, 0, 10, 1, -3, -7, 1, -0.2, -2
